Source: PubChem BioAssay (several laboratories)
b-catenin transl – beta-catenin nuclear translocation modulation; actives 0.3% (n = 190,000); nuclear translocation activity, % at 5 µM; AID 1665; HeLa beta-catenin nuclear translocation, immunofluorescence imaging;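 active = nuclear translocation activity above 50% at 5 µM, with a well cell count of 50 or more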;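 also: per-cell ratio of nuclear to cytoplasmic median beta-catenin stain intensity; plate controls were DMSO negative control for no effect and GSK-3 inhibitor IX positive control for full effect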
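Test system: human HeLa cells, native beta-catenin. Compound dosing: 5 µM primary single dose, 0.1% DMSO, 0.02–20 µM confirmation series. Incubation: compound exposure 24 h at 37°C. Detection: beta-catenin immunostaining with DAPI counterstain, 20x imaging, 6 fields/well. Read-out basis: Nuclear/cytoplasmic beta-catenin signal ratio, % activation.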
Hep lipid drop – modulators of hepatic lipid droplet formation | actives 0.4% (n = 240,000) | inhibition, % at 6.5 µM | AML12 mouse hepatocytes, oleate lipid droplets, BODIPY imaging;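 active = lipid droplet intensity inhibited by at least 50%, with more than 500 cells counted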
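Material – mouse AML12 hepatocyte cell line, fixed after treatment · Compound dosing – one dose, 6.5 µM compound · Times – compound with oleate, overnight · Measured by – Image-based BODIPY and DAPI two-channel analysis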
Myeloid diff MLP – compounds promoting myeloid differentiation; ER-HoxA9 myeloid progenitors, lysozyme-GFP differentiation, flow cytometry; actives 1% (n = 360,000); calls only at 10 µM;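 active = normalized GFP-positive differentiation at or above the plate's own cutoff, the solvent-only control mean plus 3 SD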;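 also: cells exposed to compound for four days before flow analysis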
T cell modulator – T cell immune modulation candidate; 2C CD8+ T cell-vesicle binding, flow cytometry; active compounds read low; calls only at 7 µM; actives 0.068% (n = 330,000);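 active = response, share of CD8 T cells binding vesicles, and their 90th percentile fluorescence all below set limits, cut at about 80% in these data, passing the limit was not always enough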
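Material: murine 2C transgenic CD8+ T lymphocytes / Also added: QL9-peptide-loaded Drosophila micro-vesicles bearing Ld, ICAM-1 and B7-1 / Schedule: binding step 1.5 h, 37 °C, antibody labelling 20 min, ice / Signal: flow cytometry, PE anti-B7-1 (FL2) versus Alexa647 anti-CD8 (FL8), PFA-fixed / Evaluation: percent CD8+ FL2 mean versus row control / Benchmarks: naked versus QL9-loaded vesicles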
Dynein cargo inh – dynein cargo transport inhibition | 3617.4 mouse cells, GR-EGFP nuclear translocation imaging; test concentration mostly 20 µM; stimulated with dexamethasone, 1 µM; active compounds read low | z-score, hits read low | actives 0.47% (n = 220,000) | AID 1381;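 active = plate z-score of nuclear minus cytoplasmic receptor signal below a set negative limit, without overly bright fluorescence or cell loss, cut at about -3.5 in these data, passing the limit was not always enough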;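 also: z-score of nuclear minus cytoplasmic ring GR-EGFP intensity difference per well; some compounds called inactive have numbers as strong as hits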
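Buffer or medium – tet-free medium with charcoal-stripped serum · Signal – automated 10x imaging of fixed Hoechst-stained cells · Also added – dexamethasone agonist, 1.0 µM final, for 30 min · Incubation – induction 48 h, compound 1 h, agonist 30 min · Read-out – GR-EGFP nuclear translocation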
Ins promoter up – MIN6 insulin promoter up-regulation | MIN6 insulin promoter-GFP reporter, high-content imaging; active compounds read high | z-score at 5 µM | actives 0.3% (n = 190,000) | AID 1625;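 active = z-score above 3 at 5 µM with at least 500 cells counted in the well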
TNAP activation fold – human TNAP enzyme activators, primary screen, biochemical, luminescent, no phosphate acceptor, uHTS (AID 1001); activation fold at 20 µM, or EC50 in µM where a hit was titrated; purified TNAP, luminescent activation assay, no phosphate acceptor; higher activation fold means a stronger effect; actives 0.03% (n = 200,000); in the data active = activation fold from about 3, or a potency from the dose series; inactive = the rest, 99 in 100 with activation fold below about 1.6; also: many of its hits are not listed in these tables
human PMI inhibition – inhibitors of human PMI, primary screen, biochemical, fluorescence intensity, coupled assay (AID 1209). one-dose inhibition, % at 20 µM; IC50 in µM for titrated hits. actives 0.42% (n = 190,000). purified PMI enzyme, coupled fluorescence intensity; higher % means a stronger effect; in the data active = inhibition above about 50%;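 also: plate controls were DMSO vehicle for no effect and wells lacking substrate for full effect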
MT stabilizer – microtubule stabilizers in HeLa cells | % tubulin-high responders, % at 10 µM | HeLa tubulin immunostaining HCS, 24 h; share of cells brighter than vehicle mean+2SD | actives 0.83% (n = 200,000);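 active = plate Z-score above 3 for both tubulin-high and condensed-nucleus cell shares, with cell loss under 80%, at 10 µM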;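 also: anti alpha tubulin signal scored within the nucleus-defined area of each cell; some results filed as inactive read as strong as hits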
Dynein cargo inh cytoplasmic EGFP – recorded beside Dynein cargo inh, whose call it bears; z-score; measured here: cytoplasmic GR-EGFP intensity; active compounds read high
Dynein cargo inh nuclear GR-EGFP – recorded beside Dynein cargo inh, whose call it bears; z-score; measured here: nuclear GR-EGFP intensity;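 lower value marks the stronger effect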
Dynein cargo inh cell count – further read-out of Dynein cargo inh, marked with its call; z-score; measured here: cell count per field
Ins promoter up cell count – also measured in Ins promoter up; calls as there; cell count; measured here: cytotoxicity, nuclei count;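 total cells summed across four imaged fields per well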
Hep lipid drop cells 6.5 µM – recorded beside Hep lipid drop, whose call it bears; cell count; measured here: cell count, cytotoxicity flag;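 cells counted across two imaged fields per well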
b-catenin transl cell count 5 µM – also measured in b-catenin transl; calls as there; cell count; measured here: cell count, cytotoxicity flag
T cell modulator vesicle-bound % – recorded beside T cell modulator, whose call it bears; double positive events, %; measured here: CD8+ vesicle-bound cell fraction;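 binding gate set so that unloaded-vesicle control wells show 10% double positive cells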
MT stabilizer Hoechst-high % – further read-out of MT stabilizer, marked with its call; % Hoechst-high responders; measured here: nuclear condensation Hoechst responders;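 share of cells brighter than vehicle mean plus two SD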
MT stabilizer cytotoxicity % – second read-out of MT stabilizer, no call of its own (marks repeat the call); toxicity, %; measured here: cytotoxicity by cell density;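 0% = mean cell density of plate MIN control wells and 100% = no cells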
Myeloid diff MLP GFP+ MAC1+ % – further read-out of Myeloid diff MLP, marked with its call; GFP+ MAC1+ double positive, %; measured here: differentiation confirmed by MAC1 staining
* hit, by the source's call.

N#CC1=C(S)N(c2ccccc2)C(c2ccco2)NC1=O (stereo not drawn) was read as b-catenin transl -1.2, Hep lipid drop -8, Myeloid diff MLP inactive, T cell modulator inactive, Dynein cargo inh -0.069, Ins promoter up 2, TNAP activation fold 1.1, human PMI inhibition 24%, MT stabilizer 2.4, Dynein cargo inh cytoplasmic EGFP 7e-05, Dynein cargo inh nuclear GR-EGFP 0.047, Dynein cargo inh cell count -0.43, Ins promoter up cell count 1413, Hep lipid drop cells 6.5 µM 692, b-catenin transl cell count 5 µM 960, T cell modulator vesicle-bound % 32, MT stabilizer Hoechst-high % 2.1, MT stabilizer cytotoxicity % 11 and Myeloid diff MLP GFP+ MAC1+ % 0.7.
For S=c1[nH]nc(Nc2cccc(Cl)c2)s1 the results were b-catenin transl -0.9, Hep lipid drop -12, Myeloid diff MLP inactive, T cell modulator inactive, Dynein cargo inh 0.46, TNAP activation fold 1, human PMI inhibition -31%, MT stabilizer 6.2, Dynein cargo inh cytoplasmic EGFP -0.3, Dynein cargo inh nuclear GR-EGFP 0.15, Dynein cargo inh cell count 0.46, Hep lipid drop cells 6.5 µM 710, b-catenin transl cell count 5 µM 1080, T cell modulator vesicle-bound % 20, MT stabilizer Hoechst-high % 3.1, MT stabilizer cytotoxicity % 2.0 and Myeloid diff MLP GFP+ MAC1+ % 0.5.
`CN(C)NC(=O)c1ccsc1NC(=O)c1ccc(S(=O)(=O)N2CCCC2)cc1` gave b-catenin transl 0.3, Hep lipid drop -14, Myeloid diff MLP inactive, T cell modulator inactive, Dynein cargo inh -0.85, Ins promoter up -0.41, Dynein cargo inh cytoplasmic EGFP -0.26, Dynein cargo inh nuclear GR-EGFP 0.2, Dynein cargo inh cell count 0.27, Ins promoter up cell count 1084, Hep lipid drop cells 6.5 µM 728, b-catenin transl cell count 5 µM 1290, T cell modulator vesicle-bound % 31 and Myeloid diff MLP GFP+ MAC1+ % 1.0.
Screening CN(CC(=O)O)S(=O)(=O)/C=C/c1ccccc1 returned b-catenin transl -4.3, Hep lipid drop 6, Myeloid diff MLP inactive, T cell modulator inactive, Dynein cargo inh -0.62, Ins promoter up -0.22, TNAP activation fold 1.2, human PMI inhibition 0%, MT stabilizer 2.5, Dynein cargo inh cytoplasmic EGFP -0.17, Dynein cargo inh nuclear GR-EGFP -0.3, Dynein cargo inh cell count 0.35, Ins promoter up cell count 1489, Hep lipid drop cells 6.5 µM 706, b-catenin transl cell count 5 µM 1062, T cell modulator vesicle-bound % 43, MT stabilizer Hoechst-high % 1.7, MT stabilizer cytotoxicity % 3.5 and Myeloid diff MLP GFP+ MAC1+ % 0.1.
`CCCOc1ccc(/C=N\NC(=O)CCc2n[nH]c(=O)[nH]c2=O)cc1OC` gave b-catenin transl -5.3, Hep lipid drop 25, Myeloid diff MLP inactive, T cell modulator inactive, Dynein cargo inh 1.4, Ins promoter up -0.25, TNAP activation fold 1.1, human PMI inhibition -5%, MT stabilizer 1.7, Dynein cargo inh cytoplasmic EGFP -0.13, Dynein cargo inh nuclear GR-EGFP 0.8, Dynein cargo inh cell count -0.77, Ins promoter up cell count 1546, Hep lipid drop cells 6.5 µM 682, b-catenin transl cell count 5 µM 1139, T cell modulator vesicle-bound % 49, MT stabilizer Hoechst-high % 1.8, MT stabilizer cytotoxicity % 0.1 and Myeloid diff MLP GFP+ MAC1+ % 0.3.
COc1cc(OC)c2ccc(=O)oc2c1C(CCN1CCCCC1)c1ccc(N(C)C)cc1 (stereo not drawn) was read as b-catenin transl -2.7, Hep lipid drop 12, Myeloid diff MLP inactive, T cell modulator inactive, Dynein cargo inh -0.76, Ins promoter up -0.13, Dynein cargo inh cytoplasmic EGFP -0.73, Dynein cargo inh nuclear GR-EGFP -0.3, Dynein cargo inh cell count 0.49, Ins promoter up cell count 1208, Hep lipid drop cells 6.5 µM 687, b-catenin transl cell count 5 µM 1227, T cell modulator vesicle-bound % 24 and Myeloid diff MLP GFP+ MAC1+ % 2.0.
`COc1ccc(-c2cc(C(=O)Nc3ccc(C)cc3)no2)cc1` gave b-catenin transl -0.3, Hep lipid drop -1, Myeloid diff MLP inactive, Dynein cargo inh -1.2, Ins promoter up -0.86, TNAP activation fold 1.1, human PMI inhibition 4%, MT stabilizer 0.9, Dynein cargo inh cytoplasmic EGFP 0.4, Dynein cargo inh nuclear GR-EGFP -0.36, Dynein cargo inh cell count 0.55, Ins promoter up cell count 1850, Hep lipid drop cells 6.5 µM 694, b-catenin transl cell count 5 µM 1071, MT stabilizer Hoechst-high % 1.5, MT stabilizer cytotoxicity % 9.8 and Myeloid diff MLP GFP+ MAC1+ % 1.1.
CCn1c(SCC(=O)NCCOC)nc2sc3c(c2c1=O)CCCC3 was read as b-catenin transl 0.5, Myeloid diff MLP inactive, T cell modulator inactive, Dynein cargo inh -0.42, Ins promoter up -0.32, TNAP activation fold 1.1, human PMI inhibition 5%, MT stabilizer 2.4, Dynein cargo inh cytoplasmic EGFP -0.21, Dynein cargo inh nuclear GR-EGFP -0.22, Dynein cargo inh cell count 0.84, Ins promoter up cell count 1149, b-catenin transl cell count 5 µM 820, T cell modulator vesicle-bound % 24, MT stabilizer Hoechst-high % 1.5, MT stabilizer cytotoxicity % 5.3 and Myeloid diff MLP GFP+ MAC1+ % 5.7.
For O=C(Nc1ccc(Cl)c(Cl)c1)Nc1ccc(N2CCCC2)c(S(=O)(=O)Nc2ccccc2Cl)c1 the results were b-catenin transl 4.9, Hep lipid drop 2, Myeloid diff MLP inactive, T cell modulator inactive, Dynein cargo inh 0.27, TNAP activation fold 1.2, human PMI inhibition 11%, MT stabilizer 9.3, Dynein cargo inh cytoplasmic EGFP -0.25, Dynein cargo inh nuclear GR-EGFP 0.014, Dynein cargo inh cell count -0.22, Hep lipid drop cells 6.5 µM 683, b-catenin transl cell count 5 µM 554, T cell modulator vesicle-bound % 43, MT stabilizer Hoechst-high % 5.7, MT stabilizer cytotoxicity % 13 and Myeloid diff MLP GFP+ MAC1+ % 0.7.
`Cn1c(=O)c2c(nc(Br)n2C)n(C)c1=O` gave b-catenin transl -1.2, Hep lipid drop 12, Myeloid diff MLP inactive, T cell modulator inactive, Dynein cargo inh -0.1, Ins promoter up -0.94, TNAP activation fold 1.1, human PMI inhibition 10%, MT stabilizer 1.7, Dynein cargo inh cytoplasmic EGFP -0.11, Dynein cargo inh nuclear GR-EGFP 0.081, Dynein cargo inh cell count 0.16, Ins promoter up cell count 910, Hep lipid drop cells 6.5 µM 722, b-catenin transl cell count 5 µM 1169, T cell modulator vesicle-bound % 40, MT stabilizer Hoechst-high % 1.1, MT stabilizer cytotoxicity % 12 and Myeloid diff MLP GFP+ MAC1+ % 0.9.
Screening Cc1ccccc1OCC(O)CN1CCN(c2ccc(Cl)cc2)CC1 (stereo not drawn) returned b-catenin transl -1.0, Hep lipid drop 2, Myeloid diff MLP inactive, T cell modulator inactive, Dynein cargo inh 2.3, Ins promoter up 0.1, Dynein cargo inh cytoplasmic EGFP -0.58, Dynein cargo inh nuclear GR-EGFP 1.5, Dynein cargo inh cell count -1.5, Ins promoter up cell count 924, Hep lipid drop cells 6.5 µM 658, b-catenin transl cell count 5 µM 1413, T cell modulator vesicle-bound % 65 and Myeloid diff MLP GFP+ MAC1+ % 0.7.
`COCCCNC(=O)C1CC(=O)OC1c1ccc(OC)c(OC)c1` (stereo not drawn) gave Myeloid diff MLP inactive, T cell modulator inactive, Dynein cargo inh -0.33, Ins promoter up -0.47, TNAP activation fold 1.1, human PMI inhibition 0%, MT stabilizer 2.8, Dynein cargo inh cytoplasmic EGFP 1.1, Dynein cargo inh nuclear GR-EGFP 0.16, Dynein cargo inh cell count 0.56, Ins promoter up cell count 820, T cell modulator vesicle-bound % 20, MT stabilizer Hoechst-high % 1.9, MT stabilizer cytotoxicity % 7.7 and Myeloid diff MLP GFP+ MAC1+ % 0.2.
`Cn1nc(-c2ccc(C(=O)Nc3cccnc3)cc2)c2ccccc2c1=O` gave Hep lipid drop 2, Myeloid diff MLP inactive, T cell modulator inactive, Dynein cargo inh 0.047, Ins promoter up 1.2, TNAP activation fold 1.1, human PMI inhibition 3%, MT stabilizer 3.9, Dynein cargo inh cytoplasmic EGFP -0.26, Dynein cargo inh nuclear GR-EGFP -0.023, Dynein cargo inh cell count 0.57, Ins promoter up cell count 1191, Hep lipid drop cells 6.5 µM 695, T cell modulator vesicle-bound % 9, MT stabilizer Hoechst-high % 2.3, MT stabilizer cytotoxicity % 3.0 and Myeloid diff MLP GFP+ MAC1+ % 0.9.

Rows were taken by chance; about 3% have a hit in one of these screens.
